Screening data: PubChem BioAssay, several laboratories
rCAG RNA binder – binders of r(CAG) RNA repeats, primary screen, biochemical, fluorescence; inhibition, % at 3 µM; r(CAG) RNA repeat, TO-PRO-1 dye displacement fluorescence; 370,000 tested, 1.3% active;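 active = inhibition above the plate cutoff, the mean of all test compounds on that plate plus 3 SD, cut at about 35% in these data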;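 note: 0% = DMSO alone and 100% = 100 µM mitoxantrone as full dye displacement; higher means more dye released from RNA so lower well fluorescence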
ASAP1 GAP inh – inhibitors of human ASAP1 ArfGAP activity, primary screen, biochemical, fluorescence polarization; Arf-GAP with SH3 domain, ANK repeat and PH domain-containing protein 1 (Homo sapiens), …; inhibition, % at 16.5 µM; 360,000 tested, 0.19% active; ASAP1-stimulated ARF1 GTP hydrolysis, GDP FP detection; AID 624377, 2012; in the data active = inhibition above about 25%;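 note: 0% = vehicle with enzyme and substrate and 100% = no enzyme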
Target sequence (Q9ULH1 325-724 limits assumed): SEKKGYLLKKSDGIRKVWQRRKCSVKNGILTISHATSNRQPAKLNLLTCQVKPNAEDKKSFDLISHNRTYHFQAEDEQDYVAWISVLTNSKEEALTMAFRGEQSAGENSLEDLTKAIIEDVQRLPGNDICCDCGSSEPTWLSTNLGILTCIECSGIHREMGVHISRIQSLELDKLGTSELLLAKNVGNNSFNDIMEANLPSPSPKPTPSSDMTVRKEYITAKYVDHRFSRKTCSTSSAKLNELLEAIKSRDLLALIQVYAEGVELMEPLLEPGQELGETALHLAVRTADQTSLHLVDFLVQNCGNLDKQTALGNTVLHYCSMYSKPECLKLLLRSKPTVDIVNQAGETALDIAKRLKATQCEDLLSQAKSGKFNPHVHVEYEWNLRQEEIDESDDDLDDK
SMARCA2 act – SMARCA2 (BRM) function activators, primary screen, cell-based, luminescence, high throughput; MG213 cells, MMTV-luciferase reporter, dexamethasone, overnight; activation, % at 9.1 µM; 370,000 tested, 1% active; in the data active = activation above about 7.8%;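 note: 0% = vehicle wells and 100% = reference activator wells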
Rev-erbA mod – modulators of Rev-erb alpha DNA binding, primary screen, biochemical, FITC-DNA, fluorescence polarization, uHTS; Nuclear receptor subfamily 1 group D member 1 (Homo sapiens), P20393; Rev-erbα–FITC-DNA binding, 90 min; activity, % at 10 µM; 370,000 tested, 0.79% active; AID 1259318, 2017;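 active = activity above about 14%, limit read from the data; passing the limit was not always enough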;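 note: 0% = DMSO wells with 35 nM protein and 100% = DMSO wells with 750 nM protein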
HTRA1 inh – HTRA1 serine protease inhibitors, primary screen, biochemical, fluorescence polarization, HTS; Q92743; recombinant HTRA1, FP-rhodamine activity-based probe; inhibition, % at 5.96 µM; 340,000 tested, 0.5% active; in the data active = inhibition above about 36%;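 note: 0% = enzyme with DMSO and 100% = wells lacking enzyme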
GC-A act – GC-A stimulated cGMP production enhancers – HEK293 GC-A cells, cGMP TR-FRET, EC30 ANP, primary screen | 0% at EC30 ANP, 100% saturating ANP | AID 1671463, 2021 | 370,000 tested, 0.14% active | Atrial natriuretic peptide receptor 1 (Homo sapiens), P16066 | activation, % at 10 µM; in the data active = activation above about 40%
PG9 Ab binder – binders of HIV-1 gp120 antibody PG9, primary screen, biochemical, TR-FRET | TR-FRET gp120-PG9 antibody binding | inhibition, % at 6.7 µM | 360,000 tested, 0.43% active | AID 624416, 2012; in the data active = inhibition above about 8.5%
NPR2 activator – human GC-B receptor activators, primary screen, HEK293 GC-B cells, cGMP TR-FRET, EC30 CNP | Atrial natriuretic peptide receptor 2 (Homo sapiens), P20594 | 0% at EC30 CNP, 100% saturating CNP | activation, % at 10 µM | 370,000 tested, 0.11% active | AID 1920062, 2024;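 active = activation at 10 µM reaching about 35% in either raw or pattern-adjusted values, limit read from the data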
ARFGAP1 inhibitor – inhibitors of rat ARFGAP1 GAP activity, primary screen, biochemical, fluorescence polarization, GDP tracer; Arfgap1-stimulated ARF1 GTP hydrolysis, GDP FP detection; 360,000 tested, 0.26% active; AID 651572, 2012; inhibition, % at 16.5 µM; ADP-ribosylation factor GTPase-activating protein 1 (Rattus norvegicus), Q62848;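 active = inhibition above a per-plate limit, mean inhibition of low control wells plus 3 SD, cut at about 25% in these data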;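 note: 0% = DMSO wells with enzyme and 100% = wells lacking Arfgap1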
Target sequence (Q62848 1-136 limits assumed): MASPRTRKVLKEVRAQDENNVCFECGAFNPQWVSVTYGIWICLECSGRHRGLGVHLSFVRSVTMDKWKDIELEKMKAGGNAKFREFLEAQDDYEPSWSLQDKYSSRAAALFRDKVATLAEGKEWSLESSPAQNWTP
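Material – truncated rat Arfgap1 GAP domain · Buffer or medium – HEPES-based buffer, pH 7.5 · Reagent – human ARF1(Δ1-17)-GTP substrate · Dosing – 16.5 µM single point, 1.26% DMSO · Schedule – GTP hydrolysis reaction 2 h at 25 °C · Technique – GDP detection by fluorescence polarization · Benchmarks – No-Arfgap1 wells (100%) versus DMSO full-reaction wells (0%) · Repeats – single replicate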
mABHD4 FP – ABHD4 inhibitors, primary screen, biochemical, fluorescence polarization, mouse. purified mABHD4, FP-Rh probe fluorescence polarization. AID 720543, 2013. inhibition, % at 8.92 µM. 370,000 tested, 0.54% active. (Lyso)-N-acylphosphatidylethanolamine lipase (Mus musculus), Q8VD66;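 active = inhibition exceeding the mean over every tested compound plus 3 SD, cut at about 30% in these data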;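 note: 0% = plate median of compound wells and 100% = S159A mutant with DMSO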
Target sequence (Q8VD66 whole entry, looked up): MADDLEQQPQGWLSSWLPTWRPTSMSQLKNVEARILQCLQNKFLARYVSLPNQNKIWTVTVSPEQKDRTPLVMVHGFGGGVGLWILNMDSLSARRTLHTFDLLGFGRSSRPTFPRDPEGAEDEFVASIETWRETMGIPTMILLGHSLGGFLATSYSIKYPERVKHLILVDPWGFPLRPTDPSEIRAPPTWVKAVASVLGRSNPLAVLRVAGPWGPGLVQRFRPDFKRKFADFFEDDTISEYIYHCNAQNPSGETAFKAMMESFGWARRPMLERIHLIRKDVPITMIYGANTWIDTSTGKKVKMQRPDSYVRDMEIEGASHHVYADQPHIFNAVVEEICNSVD
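assay system = mABHD4 protein | compound dosing = single nominal dose of 8.92 µM, 0.89% DMSO final | read-out basis = percent inhibition of probe binding, normalized to plate controls | schedule = Enzyme–compound pre-incubation 45 min, then probe 60 min, both 25 °C | detection = fluorescence polarization, excitation 525 nm, emission 598 nm, BODIPY TMR filters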
Starred values were filed as active, the others as inactive; · = not tested or not shown.

SMILES	rCAG RNA binder	ASAP1 GAP inh	SMARCA2 act	Rev-erbA mod	HTRA1 inh	GC-A act	PG9 Ab binder	NPR2 activator	ARFGAP1 inhibitor	mABHD4 FP
COc1cccc(-c2noc(-c3ccc(Br)o3)n2)c1	-2	-11	5	2	-15	-2	-0.6	-2	1	0
Cc1c(C(=O)NCc2cccc(C(F)(F)F)c2)sc(=O)n1Cc1ccccc1F	-2	10	-2	-3	·	0	-1.2	2	-1	-17
COc1ccc(Cl)cc1NC(=O)CSc1nnc(CN2CCOCC2)n1-c1ccc(Cl)cc1	-2	-2	-2	-1	-11	-20	1.1	-11	-1	-3
COc1ccc(Cc2c(C)nc(N)nc2Cl)cc1	0	7	0	2	2	8	-1.9	4	3	8
CCCCNC(=O)CCn1nc(-c2ccccc2)ccc1=O	-5	-4	0	3	0	-1	-0.8	-9	0	4
CCCCn1c(SCC(=O)Nc2nnc(C)s2)nnc1-c1ccoc1C	-6	-8	-1	-5	5	-1	-0.2	6	11	3
COC(=O)CSc1ccc(S(=O)(=O)N2CCC(C)CC2)cc1[N+](=O)[O-]	0	-4	0	3	-4	3	-0.6	8	-5	2
O=C(CCNC(=O)c1ccco1)Nc1ccc(OC(F)(F)F)cc1	0	-10	-2	8	1	-1	-2.5	-2	1	0
COc1ccc(-c2nnc(NC(=O)c3ccc(F)cc3)o2)cc1	6	-3	-2	-8	1	3	0.5	0	-7	-7
CCOC(=O)[C@H]1[C@H]2COc3ccc(C)cc3[C@@H]2N2C(=O)CN(Cc3ccc(Cl)cc3)C(=O)[C@@]12C	3	3	0	-3	-12	-2	1.8	-3	15	-5
O=C(NCCc1ccccc1Cl)[C@@H]1CCCN1C(=O)[C@H](Cc1cccnc1)NC(=O)N1CCOCC1	-1	-4	1	-1	·	1	-1.1	4	-1	1
COC(=O)/C=C1/S/C(=N/NC(=O)c2ccc(OC)cc2)NC1=O	3	-12	1	4	-5	1	-1.3	-1	2	2
Cc1ccc(C(=O)Nc2onc(C)c2C#N)cc1	-2	-10	-1	-2	-1	2	-0.5	5	-5	-1
CCC(SC1=NCCS1)C(=O)Nc1nnc(-c2ccccc2OC)s1 (configuration not stated)	8	2	-1	3	-41	-1	0.3	2	-3	-5
Cc1ccc(C(NC(=O)N2CCCC2)C(Cl)Cl)cc1F (configuration not stated)	-1	9	-1	5	6	0	-0.5	7	10	2
COc1ccc(NC(=O)CC(C)c2ccccc2)c([N+](=O)[O-])c1 (configuration not stated)	-1	-11	-1	-1	-1	1	-4.0	0	-12	1
COc1ccc(Oc2c(Cl)cnn(-c3ccc(F)cc3)c2=O)cc1	-4	-11	2	4	-6	12	0.8	4	-10	-3
COc1ccc(C(=O)Nc2nccs2)cc1	-1	-5	6	2	2	-2	-0.7	7	-1	-5
COc1ccc(C(CNC(=O)c2cc(S(=O)(=O)NCc3ccccc3)ccc2C)N2CCOCC2)cc1 (configuration not stated)	-6	-5	1	4	-5	0	-1.7	-5	4	2
Cc1nc2ncnn2c(C)c1CCC(=O)O	2	-1	-3	-7	3	1	-2.3	2	2	-9
COc1cc(C)nc(NS(=O)(=O)c2ccc(C)cc2)n1	-2	-4	0	0	8	2	0.8	2	-12	2
CN(C)C1CN(Cc2cn(Cc3ccc(Cl)cc3)nn2)S(=O)(=O)C1 (configuration not stated)	0	14	-1	11	·	1	-0.6	-1	-1	6
COc1cc(C)c(NC(=O)C(=S)N2CCCC2)cc1C	-6	-6	-4	-2	5	-2	-0.2	4	-2	5
O=C(O)CN1C(=O)CNC1=O	1	-4	-3	-1	2	-2	-0.7	1	1	-3
Cc1nc2cc(O)ccc2n1C	-1	-6	-4	-1	-9	-2	-0.6	3	-16	1
Cc1onc(-c2ccccc2Cl)c1C(=O)Nc1ccccc1	-2	-8	-2	6	-8	1	-0.8	-7	16	-7
CN(C(=O)c1ccc(NC(=O)Cc2ccc(NC(=O)C3CCN(C(=O)c4ccccc4)CC3)cc2)cc1)C1CC1	-4	9	-1	-3	-5	0	-0.3	1	-4	4
O=C(NCc1ccccc1OC(F)(F)F)C1CCC(=O)N(CCCN2CCOCC2)C1 (configuration not stated)	1	-4	-6	4	9	2	-0.9	11	5	-4
Cc1nn(C)cc1CNC(=O)Nc1ccc(Br)cc1Cl	0	-12	2	-3	-5	-4	-0.5	-4	0	2
CC1CC(C)(C)OC(c2ccc(C(C)C)cc2)O1 (configuration not stated)	2	6	-3	-2	5	-3	1.2	-2	-15	4
COC(=O)C1CSC(C(=O)OC)N1C(=O)CN1CC(C)OC(C)C1 (configuration not stated)	4	-2	-3	0	9	2	2.4	-4	8	2
Cn1c(=O)c2cc3ccc(Cl)cc3nc2n(C)c1=O	0	-16	-1	4	·	9	-0.9	5	-8	1
CCO[C@@H]1OC(C(N)=O)=C[C@H](c2ccc(C(F)(F)F)cc2)[C@H]1CCCO	0	0	0	-2	-3	2	1.1	-3	-4	-8
Cc1ccc(NC(=O)CN2C(=O)S/C(=C\c3ccccn3)C2=O)cc1	3	10	-1	2	0	-3	-0.4	-1	-9	-3
O=Cc1c(N2CCSCC2)nc2ccccn2c1=O	3	-1	-3	-2	0	1	-0.6	3	1	1
Cn1c(=O)[nH]c(=O)c2c1nc(N1CCOCC1)n2CCCSc1ncccn1	0	14	1	-3	3	4	2.0	-2	-5	0
COc1ccc(-c2csc3nc(C)nc(N4CCC(C)CC4)c23)cc1OC	-5	-4	2	-5	-9	0	0.2	-6	-12	-8
COc1cccc(COC(=O)CCNC(=O)c2ccc(Cl)cc2)c1OC	-3	2	-1	0	-2	-4	-0.8	-1	1	-6
COc1ccc(C(NC(=O)C2CCN(CCOc3ccc(F)cc3)CC2)c2cccs2)cc1 (configuration not stated)	3	-4	-4	-3	·	-7	0.8	-6	0	-3
CCn1c(=O)c(CCC(=O)NCC2CCCO2)c(C)c2c(C)nn(-c3ccccc3)c21 (configuration not stated)	-4	-14	-2	2	-6	-20	-2.2	-16	8	-10
CC(C)(C)NC(=O)NC(=O)COC(=O)c1cc(=O)[nH]c2ccccc12	-6	6	-1	1	-12	1	0.1	-1	6	5
CCCNC(=O)C1(C)CCCN(Cc2ccccc2N(C)C)C1 (configuration not stated)	-1	-1	-3	-2	·	-4	-1.5	2	8	3
Cc1noc(C)c1CSCC(=O)OCc1nnc(-c2ccc([N+](=O)[O-])cc2)o1	3	6	1	5	9	-6	-1.4	-6	1	6
COc1ccc(N2C(=NC(=O)c3ccc(Br)cc3)SC3CS(=O)(=O)CC32)cc1 (configuration not stated)	4	-4	-3	9	-1	-5	0.5	-4	2	6
COc1ccc(S(=O)(=O)N2N=C(c3cccc(NS(C)(=O)=O)c3)CC2c2ccco2)cc1 (configuration not stated)	16	7	-5	5	-6	-7	-0.2	0	8	6

A draw from above in order of length of the SMILES, ascending.
SMILES	rCAG RNA binder	ASAP1 GAP inh	SMARCA2 act	Rev-erbA mod	HTRA1 inh	GC-A act	PG9 Ab binder	NPR2 activator	ARFGAP1 inhibitor	mABHD4 FP
O=Cc1c(N2CCSCC2)nc2ccccn2c1=O	3	-1	-3	-2	0	1	-0.6	3	1	1
Cn1c(=O)c2cc3ccc(Cl)cc3nc2n(C)c1=O	0	-16	-1	4	·	9	-0.9	5	-8	1
Cc1ccc(NC(=O)CN2C(=O)S/C(=C\c3ccccn3)C2=O)cc1	3	10	-1	2	0	-3	-0.4	-1	-9	-3

Next section
SMILES	rCAG RNA binder	ASAP1 GAP inh	SMARCA2 act	Rev-erbA mod	HTRA1 inh	GC-A act	PG9 Ab binder	NPR2 activator	ARFGAP1 inhibitor	mABHD4 FP
C=CCc1ccc2oc(C(=O)OCC)cc(=O)c2c1O	0	6	4	-2	-1	4	-1.7	-4	8	6
COc1ccc(CN2CCN(C(=O)c3ccccc3F)CC2)c(OC)c1OC	-11	-14	-4	-2	3	2	0.2	1	1	13
CCN(CC)CCN1C(=O)c2oc3ccc(F)cc3c(=O)c2C1c1ccncc1 (configuration not stated)	6	2	4	-1	1	4	-0.1	3	-2	2
CC1(c2ccccc2)NC(=O)N(CC(=O)Nc2ccc(S(N)(=O)=O)cc2)C1=O (configuration not stated)	3	6	2	-1	4	3	-0.7	2	4	-12
O=C(Nc1ccc(Cc2ccncc2)cc1)c1cccc([N+](=O)[O-])c1	3	8	0	3	-9	0	-0.9	-3	-8	1
COc1cccc(C2CC(=O)Nc3cc(OC)c(OC)c(OC)c32)c1OC (configuration not stated)	-1	9	-1	7	2	-2	-1.2	1	-3	6
CC(C)C(C(=O)Nc1ccncc1)c1ccc(Cl)cc1 (configuration not stated)	-2	6	-3	-3	-6	-8	-2.2	-6	17	-4
Cc1cc(/C=C(\C#N)C(=O)NCc2cccs2)c(C)n1-c1ccccc1F	-1	-8	6	1	-49	-8	1.0	-11	10	1
CC(C)N(Cc1ccccc1)C(=O)CC(=O)N(Cc1ccccc1)C(C)C	-6	-4	-3	1	1	-5	1.8	-3	-2	3
Cc1ccc(NC(=O)Cc2noc3ccccc23)nc1	-2	3	9.3*	-1	3	1	-2.9	-1	6	5
O=S(=O)(c1ccc(F)c(F)c1F)N1CCN(C(=S)NC2CC3CCC2C3)CC1 (configuration not stated)	-2	2	1	0	-3	5	-0.7	-1	10	-4
CCC1(C2C=COC=C2)NC(=O)NC1=O (configuration not stated)	2	20	-5	4	·	1	0.3	1	-4	3
Cc1ccc(NC(=O)C2CCCN(S(=O)(=O)c3ccc4[nH]c(=O)ccc4c3)C2)c(C)c1 (configuration not stated)	3	0	0	0	8	-3	-0.5	-5	-2	-11
Cc1ccc(C(=O)CSc2nnc(N)s2)c(C)c1	1	-1	1	-2	-6	-3	0.3	0	-1	-8
O=C(Cc1ccccc1)N1O[C@H]2C=C[C@@H]1C2	3	-10	-1	-7	·	1	-2.4	-1	-13	-5
COCCCN(C(=O)CSCc1c(C)noc1C)c1c(N)n(Cc2ccccc2)c(=O)[nH]c1=O	1	-11	0	6	4	-2	0.7	7	-8	-1
CCC1SC2=NC(C)=C(C(=O)OCCOC)C(c3ccc(C(=O)OC)cc3)N2C1=O (configuration not stated)	-3	-9	-2	1	-20	-2	-1.1	4	8	-16
C=CCn1c(SCC(=O)Nc2cc(C)on2)nnc1-c1ccccc1F	2	0	-4	-2	-4	2	0.8	3	11	5
CCN(CC)S(=O)(=O)c1ccc(N/N=C/c2cccnc2)nc1	3	2	3	4	4	-1	0.7	-4	-5	-4
Cc1ccc(-c2noc(CN(C)C(=O)Nc3ccc(F)cc3)n2)cc1	-4	3	2	-5	-10	3	0.6	2	3	-6
